Source: PubChem (several laboratories)
GalR3 antag: GalR3 antagonists in HEK293 cells, primary screen, cell-based, fluorescence readout; 360,000 tested, 0.44% active; inhibition, % at 3 µM; AID 651719, 2012; HEK293 GalR3-CNG cAMP membrane potential fluorescence; galR3 body fused to GalR1 C-terminus; Galanin receptor type 3 (Homo sapiens), O60755;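 active = inhibition above the screen-wide average plus 3 SD, cut at about 13% in these data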;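 also: forskolin and galanin both at EC90 stimulate the cells; cAMP rise reported by CNG channel membrane potential dye signal; 0% = forskolin plus galanin with DMSO and 100% = forskolin alone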
Target sequence (O60755 1-299 limits assumed): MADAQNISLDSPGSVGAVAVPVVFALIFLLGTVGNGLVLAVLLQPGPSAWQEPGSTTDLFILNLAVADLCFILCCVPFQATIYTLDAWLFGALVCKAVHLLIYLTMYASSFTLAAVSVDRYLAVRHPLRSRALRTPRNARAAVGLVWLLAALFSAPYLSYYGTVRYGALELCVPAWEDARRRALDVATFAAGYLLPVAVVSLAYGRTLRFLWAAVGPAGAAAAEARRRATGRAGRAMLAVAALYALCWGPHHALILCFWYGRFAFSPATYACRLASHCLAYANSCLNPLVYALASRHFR
HCV NS3 hel inh: inhibitors of HCV NS3 helicase, primary screen, biochemical, Cy5 molecular beacon fluorescence | Hepatitis C virus NS3 helicase | NS3 helicase DNA unwinding | inhibition, % at 10.9 µM | 290,000 tested, 0.56% active | AID 1800, 2009;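 active = inhibition above the mean of all tested compounds plus 3 SD, set per campaign, cut at about 35% in these data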;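 also: 0% = DMSO wells and 100% = thioflavine S control wells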
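System: HCV NS3 helicase fragment; control set: DMSO and thioflavine S; technique: Cy5 fluorescence at 0 and 60 min, beacon hairpin quenching; reagent: beacon DNA duplex substrate plus ATP; replicates: singlicate; schedule: 1 h reaction at 25 °C, ATP-initiated; medium: MOPS buffer pH 6.5 with MgCl2, DTT, Tween20, BSA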
MEKK2 mut-MEK5: MEK5 binding signal on mutant MEKK2 PB1, primary screen, biochemical, multiplex bead flow cytometry, Alexa488-MEK5. Alexa488-MEK5 binding to MEKK2 mutant. percent response, % at 10 µM. 290,000 tested, 0.35% active. AID 1530, 2009; in the data active = percent response above about 24%, passing the limit was not always enough; also: inactives centre near 1; some results filed as inactive read as strong as hits
UBC9 SUMO inh: inhibitors of in vitro SUMOylation cascade, primary screen, biochemical, HTRF, uHTS. SUMO-conjugating enzyme UBC9 (Homo sapiens), P63279. HTRF SUMOylation assay, SAE1/SAE2 + UBC9. inhibition, % at 35 µM. 290,000 tested, 0.36% active. AID 2006, 2009; in the data active = inhibition above about 50%, passing the limit was not always enough; also: strong numbers were not always called active
Target sequence (P63279 whole entry, looked up): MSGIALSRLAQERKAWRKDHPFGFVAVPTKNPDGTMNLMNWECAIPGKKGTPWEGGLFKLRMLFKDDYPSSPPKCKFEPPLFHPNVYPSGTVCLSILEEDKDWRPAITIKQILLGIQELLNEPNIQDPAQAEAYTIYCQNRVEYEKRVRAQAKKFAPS
FID counter: compounds displacing fluorescent DNA intercalator, primary screen, artefact control for HCV NS3 helicase inhibitor project, biochemical, FID fluorescence; DNA fluorescent intercalator displacement; inhibition, % at 7.9 µM; 290,000 tested, 0.17% active; in the data active = inhibition above about 37%;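 also: 0% = vehicle and 100% = reference compound; higher means more ethidium bromide displaced from hairpin DNA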
CRFBP-R2 block: antagonists of CRF-BP/CRF-R2 complex, primary screen, cell-based, HEK293, calcium dye fluorescence, uHTS. CRF-induced calcium fluorescence. 350,000 tested, 0.59% active. inhibition, % at 11.8 µM;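 active = inhibition of the ligand-induced calcium signal above about 50% at the single tested concentration, limit read from the data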
CRFR2-BP ag: agonists of CRF-BP/CRF-R2 complex, primary screen, cell-based, HEK293, calcium dye fluorescence, uHTS | 350,000 tested, 0.46% active | activation, % at 13.2 µM | calcium dye fluorescence (FLIPR); percent of saturating CRF peptide response | CRF-binding protein / CRF receptor 2 complex (human) | AID 588473, 2011;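 active = activation of at least 50%, plus an integration ratio under a set limit after plate pattern correction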;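 also: plate controls were neutral control wells without compound for no effect and CRF at EC100 for full effect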
MEKK2 WT-MEK5: modulators of MEK5 binding to wildtype MEKK2, primary screen, biochemical, multiplex bead flow cytometry, Alexa488-MEK5; Mitogen-activated protein kinase kinase kinase 2 (Homo sapiens), Q9Y2U5; Alexa488-MEK5 binding to MEKK2 WT; actives lie on both sides; binding response (% of control), % at 10 µM; 290,000 tested, 1.1% active; AID 1531, 2009; in the data active = binding response below about 67% or above about 130%
MEKK3 PB1 HTS: modulators of MEKK3-MEK5 PB1 binding, primary screen, biochemical, wildtype MEKK3, multiplex bead flow cytometry, Alexa488-MEK5; bead-based flow cytometry, Alexa488-MEK5 binding to MEKK3; actives lie on both sides; 0 = blocked by unlabeled MEK5, 100 = vehicle; binding response (% of control), % at 10 µM; 290,000 tested, 1.4% active; AID 1529, 2009;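 active = binding response more than 3 SD above or below the average of its plate-row segment, actives on both sides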;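 also: Alexa488 bead fluorescence after subtracting the streptavidin-only scavenger bead signal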
Target sequence (Q99759 whole entry, looked up): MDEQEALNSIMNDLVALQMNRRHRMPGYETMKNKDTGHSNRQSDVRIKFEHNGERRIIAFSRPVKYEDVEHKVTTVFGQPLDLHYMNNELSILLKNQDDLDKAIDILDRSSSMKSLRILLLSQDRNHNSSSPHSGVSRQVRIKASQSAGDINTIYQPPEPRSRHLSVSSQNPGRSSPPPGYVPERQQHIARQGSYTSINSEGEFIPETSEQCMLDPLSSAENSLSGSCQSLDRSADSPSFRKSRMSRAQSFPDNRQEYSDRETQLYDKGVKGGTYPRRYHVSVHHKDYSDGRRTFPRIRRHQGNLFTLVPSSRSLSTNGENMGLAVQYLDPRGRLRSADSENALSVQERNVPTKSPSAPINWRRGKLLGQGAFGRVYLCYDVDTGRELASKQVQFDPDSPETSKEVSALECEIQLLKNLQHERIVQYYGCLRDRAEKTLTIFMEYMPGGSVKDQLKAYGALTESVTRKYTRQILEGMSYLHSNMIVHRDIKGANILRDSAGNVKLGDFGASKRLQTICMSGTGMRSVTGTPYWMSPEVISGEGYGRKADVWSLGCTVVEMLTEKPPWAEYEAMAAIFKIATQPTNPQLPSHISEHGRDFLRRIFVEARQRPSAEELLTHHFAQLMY
Active calls of the source: *; x = not tested or not shown. This is a subset, so the mix of outcomes need not match the whole.

SMILES | GalR3 antag | HCV NS3 hel inh | MEKK2 mut-MEK5 | UBC9 SUMO inh | FID counter | CRFBP-R2 block | CRFR2-BP ag | MEKK2 WT-MEK5 | MEKK3 PB1 HTS
O=C(NCc1ccccn1)C1CCC(CNS(=O)(=O)c2cccc3nsnc23)CC1 (stereo not drawn) | -5 | 7 | 12 | 20 | -25 | 8 | -0.5 | 112 | 113
COc1ccc(C)cc1NC(=O)CN1C(=O)COc2ccc(C)cc21 | -11 | 4 | 3 | 3 | -16 | -2 | -3.6 | 105 | 106
Cc1nn(CC(=O)Nc2ccc(Cl)cc2Cl)c(=O)c2ccccc12 | -12 | 5 | 6 | 9 | -11 | -2 | -1.2 | 103 | 101
CCOC(=O)C1CCN(c2c(NCc3ccc(N(C)C)cc3)c(=O)c2=O)CC1 | -5 | -1 | -2 | 17 | -16 | 13 | 1.3 | 102 | 98
COc1ccc(/C=C(\NC(=O)c2ccco2)C(=O)NCc2ccco2)cc1 | -9 | 2 | 1 | 15 | -3 | 2 | -0.2 | 98 | 99
Cc1ccc(/C=N/NC(=O)c2ccc(C(=O)N/N=C/c3ccc(C)s3)o2)s1 | -5 | -6 | 10 | -2 | -4 | -8 | 0.7 | 106 | 111
CCOc1ccc(Nc2cc3n(c(=O)n2)CCc2cc(OC)c(OC)cc2-3)cc1 | 1 | -1 | 6 | -13 | -31 | 24 | -3.6 | 105 | 100
Cc1ccsc1C(=O)Nc1cccc(-n2cnnn2)c1 | -8 | 28 | 2 | 6 | -9 | -3 | -3.2 | 98 | 98
O=C(COC(=O)CCc1nc2ccccc2s1)NC(=O)NCc1ccco1 | 4 | -6 | -5 | -9 | -39 | 2 | -3.2 | 103 | 102
O=C(NNC(=S)NC(=O)c1ccc(Br)cc1)c1cccc([N+](=O)[O-])c1 | -12 | 10 | 3 | -107 | -7 | 30 | 35 | 106 | 101
Cc1ccccc1N1C(=O)c2ccccc2N2C(=O)c3ccccc3C12 (stereo not drawn) | 0 | -10 | -8 | 3 | -18 | 28 | -4.3 | 99 | 86
CNC(=O)c1cc(S(=O)(=O)NC2CCCCCC2)ccc1C | -1 | -8 | -3 | -2 | -8 | 12 | 0.4 | 97 | 101
CCCCN(C(=O)NC(=O)Nc1c(C)cc(C)cc1C)S(C)(=O)=O | 1 | -10 | -2 | -6 | -1 | -19 | 0.2 | 96 | 95
COc1ccc(/C=N/NC(=O)c2csc(-n3nc(C)cc3C(F)(F)F)n2)cc1 | -5 | -11 | -6 | 0 | -2 | 0 | 0.3 | 105 | 107
CSCC[C@H](NC(=O)OC(C)(C)C)C(=O)N/N=C/c1c(C)[nH]c(=O)[nH]c1=O | 0 | 4 | x | -8 | -3 | -8 | -1.3 | x | x
Cc1cccc2cc(CN(Cc3ccco3)C(=O)NC3CCCCC3)c(=O)[nH]c12 | -4 | 5 | -4 | -7 | -32 | -2 | -0.9 | 93 | 97
O=C(NCCCSc1ccccc1)c1cc(Br)ccc1O | -4 | -2 | 0 | -18 | -8 | -1 | 15 | 96 | 97
Clc1ccc(-c2nc3ccccn3c2CN2CCCCC2)cc1 | -2 | -3 | -4 | 10 | 1 | -21 | -0.2 | 101 | 100
CCNC(=O)CC1C(=O)N(c2ccccc2)C(=O)N1Cc1ccc(OC)cc1 (stereo not drawn) | -4 | 4 | 6 | 10 | -4 | -31 | 3.4 | 110 | 104
Fc1ccc(Oc2cnc3ccccc3n2)cc1 | -5 | 5 | -10 | -7 | 0 | 13 | 0.6 | 88 | 94

Part of the list above in order of molar mass, rising.
SMILES | GalR3 antag | HCV NS3 hel inh | MEKK2 mut-MEK5 | UBC9 SUMO inh | FID counter | CRFBP-R2 block | CRFR2-BP ag | MEKK2 WT-MEK5 | MEKK3 PB1 HTS
Cc1ccsc1C(=O)Nc1cccc(-n2cnnn2)c1 | -8 | 28 | 2 | 6 | -9 | -3 | -3.2 | 98 | 98
COc1ccc(C)cc1NC(=O)CN1C(=O)COc2ccc(C)cc21 | -11 | 4 | 3 | 3 | -16 | -2 | -3.6 | 105 | 106
O=C(NNC(=S)NC(=O)c1ccc(Br)cc1)c1cccc([N+](=O)[O-])c1 | -12 | 10 | 3 | -107 | -7 | 30 | 35 | 106 | 101

(further entries)
SMILES | GalR3 antag | HCV NS3 hel inh | MEKK2 mut-MEK5 | UBC9 SUMO inh | FID counter | CRFBP-R2 block | CRFR2-BP ag | MEKK2 WT-MEK5 | MEKK3 PB1 HTS
COc1ccc(OCC(=O)NN2Cc3ccccc3C2=N)cc1 | 1 | -4 | 3 | 14 | 3 | 3 | -1.9 | 105 | 100
CCOC(=O)c1c(NC(=O)c2noc(C)c2[N+](=O)[O-])sc(C(C)=O)c1C | -3 | 7 | 6 | 13 | -2 | -8 | -1.6 | 107 | 104
CCC(Sc1ncnc2c1nnn2-c1ccc(F)cc1)C(=O)OC (stereo not drawn) | -3 | 3 | 5 | -22 | -6 | 17 | 5.6 | 105 | 107
C=CCN(c1cccc(C(F)(F)F)c1)S(=O)(=O)c1cccc(C(=O)OCC(=O)NCCC)c1 | -6 | 1 | 12 | -11 | -23 | 28 | -1.2 | 100 | 104
CCCC(=O)Nc1ccc(C(=O)Nc2nc(CC(=O)OCC)cs2)cc1 | -5 | -2 | -4 | 5 | -9 | -6 | 1.3 | 95 | 95
COc1ccc(N(CC(=O)Nc2ccccc2C(N)=O)S(=O)(=O)c2ccc(C)c([N+](=O)[O-])c2)cc1 | -5 | -10 | -3 | -16 | -8 | -18 | -0.9 | 73 | 73
COc1ccc(S(=O)(=O)NCC(=O)N(CC(=O)NCC2CCCO2)Cc2ccc(F)cc2)cc1 (stereo not drawn) | 10 | 3 | -6 | -4 | -34 | 0 | -0.1 | 93 | 92
Cn1c(CBr)c(C(=O)c2ccc([N+](=O)[O-])cc2)c(=O)n(C)c1=O | 3 | -4 | -2 | 40 | -2 | -2 | 1.3 | 95 | 98
O=C(Cc1ccccc1)Nc1c(C(=O)N2CCOCC2)cnn1-c1ccccc1 | -3 | 8 | 5 | 13 | -12 | 7 | -0.6 | 106 | 102
Cc1ccc(CNC(=O)C(Cc2ccccc2)NS(=O)(=O)c2ccc(Br)s2)cc1 (stereo not drawn) | -4 | -10 | 0 | -37 | -19 | 5 | -3.2 | 100 | 99
O=C(CCNC(=O)c1ccc(Br)cc1)Nc1ncccc1O | 1 | -4 | 8 | 0 | -6 | 4 | -0.2 | 114 | 106
O=C(Nc1nn[nH]n1)c1cccc(Oc2ccccc2)c1 | 0 | 1 | 9 | -6 | 1 | -2 | 1.4 | 105 | 104
C/C(=N/NC(=O)CN(c1ccccc1)S(=O)(=O)c1ccccc1)c1ccccc1O | -1 | 3 | -2 | -4 | -12 | 8 | -1.0 | 93 | 88
Cn1ncn2c(=O)c3c(nc12)-c1ccccc1CC31CCCC1 | -7 | -4 | 1 | 1 | -7 | -18 | 0.1 | 96 | 97
COc1ccc(CCNC(=O)CSc2nc(C)cc(C)n2)cc1OC | 0 | 4 | 0 | 1 | -6 | 16 | -1.2 | 104 | 98
CC(C)C[C@H](NC(=O)c1nc[nH]c1C(=O)N[C@@H](CCCCNC(=O)OC(C)(C)C)C(=O)OC(C)(C)C)C(=O)OCc1ccccc1 | -7 | -14 | -5 | -15 | -49 | 6 | 0.0 | 100 | 101
FC(F)(F)c1nnc2sc(-c3cccs3)nn12 | -4 | 3 | 2 | 6 | 0 | 52* | -0.8 | 102 | 104
Cc1ccc(NCC(=O)N=Nc2c(O)[nH]c3ccc([N+](=O)[O-])cc23)cc1 | -1 | 12 | -1 | 29 | 5 | 8 | 1.0 | 98 | 102
Fc1ccc(CN2CCN(c3ncccn3)CC2)c(F)c1 | -9 | -5 | 0 | 3 | 2 | 4 | 0.9 | 105 | 104
O=C(CSc1nc2ccccc2c(=O)n1CC1CCCO1)Nc1ccccc1Cl (stereo not drawn) | -9 | -8 | 3 | 3 | -35 | 3 | 0.2 | 104 | 103
CC(C)Cc1c2c([nH]c(=S)c1C#N)CCCC2 | 3 | 1 | -3 | 8 | -7 | -28 | 0.7 | 95 | 96
CC1(C)COC(c2coc3ccccc3c2=O)OC1 | -10 | -5 | 1 | 11 | -5 | -5 | 1.4 | 104 | 105
CCCCC(=O)Nc1nnc(S(=O)(=O)N(CC)c2ccc(OC)cc2)s1 | -8 | -10 | 0 | 8 | -23 | 16 | 0.4 | 97 | 96
CCc1ccc(NC(=S)N(Cc2cccnc2)Cc2ccco2)cc1 | -2 | 2 | 0 | 0 | -13 | 8 | -7.2 | 108 | 108
Cc1ccccc1N1C(=O)CC(c2c[nH]c3ccccc23)C1=O (stereo not drawn) | -8 | 8 | 4 | 9 | -2 | -13 | 0.5 | 104 | 103
CCCCn1c(SCC(=O)c2ccc(OCC)cc2)nc2cc(S(N)(=O)=O)ccc21 | 0 | 3 | 13 | 10 | -10 | -8 | 1.7 | 102 | 108
Nc1ncc(Br)cc1S(=O)(=O)NCCC(=O)NC1CCCCC1 | 4 | 6 | -3 | x | -18 | 14 | 0.4 | 96 | 97
Cc1ccc(-c2csc(N3CCN(CCCn4c(C(F)(F)F)nc5ccccc54)CC3)n2)cc1 | -1 | -57 | -2 | 2 | -19 | 7 | 3.2 | 103 | 101
Clc1cc(-c2ccc(/C=N/n3cnnc3)o2)ccc1Br | -4 | 8 | 1 | 15 | 2 | -11 | 0.5 | 96 | 87
Oc1ccc(CN2CCCCC2)nc1-c1ccccc1 | -6 | -4 | 4 | 4 | 5 | -13 | -0.3 | 108 | 103
COc1ccc(Nc2cc(C(=O)NCCCOC(C)C)c3ccccc3n2)c(OC)c1 | -8 | -24 | 1 | -5 | -19 | 23 | -3.2 | 105 | 103
CC1CCN(S(=O)(=O)c2ccc(NC(=O)Cc3cccs3)cc2)CC1 | -6 | 5 | 4 | 28 | -18 | -69 | -0.2 | 101 | 100
Cc1ccc(C)c(NC(=O)c2ccccc2NS(=O)(=O)c2cc([N+](=O)[O-])ccc2C)c1 | 5 | 25 | -3 | 8 | -17 | 78* | 63* | 94 | 102
Cn1c(=O)oc2cc(S(=O)(=O)N3CCCC(C(=O)Nc4ccccn4)C3)ccc21 (stereo not drawn) | -1 | 1 | 4 | 20 | -10 | 5 | 0.5 | 104 | 100
COC(=O)C1=C(C)NC(=O)/C1=C\c1cc(C)n(-c2ccccc2C)c1C | -2 | 7 | 4 | 24 | -7 | -24 | 0.1 | 104 | 106
CC(=O)Nc1ccc(OCC(O)Cn2c(CO)nc3ccccc32)cc1 (stereo not drawn) | -8 | -15 | -9 | 7 | -8 | -3 | -0.3 | 93 | 93

2 compounds from above, showing only CRFR2-BP ag and CRFBP-R2 block.
Molecule | CRFR2-BP ag | CRFBP-R2 block
O=C(COC(=O)CCc1nc2ccccc2s1)NC(=O)NCc1ccco1 | -3.2 | 2
O=C(NNC(=S)NC(=O)c1ccc(Br)cc1)c1cccc([N+](=O)[O-])c1 | 35 | 30
